Salmonella PhoP GFP – Inhibition of PhoP regulon, Salmonella typhi GFP reporter cells, confirmation, 4 h (AID 1850) | Salmonella Typhi PhoP-promoter GFP reporter, fluorescence, 4 h; higher % means a stronger effect | 0.33% of 310,000 active | one-dose inhibition, % at 50 µM; IC50 in µM for titrated hits; in the data active means a potency from the dose series; inconclusive means inhibition mostly from about 25% at the one dose, without a potency; inactive means the rest, 99 in 100 with inhibition below about 19%;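 further: 0% = induced wells with vehicle and 100% = uninduced wells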
inhibitors of VEEV – inhibitors of VEEV TC-83 cytopathic effect, confirmation, Vero cells (AID 588727); 0.13% of 350,000 active; Vero cells, VEEV TC-83 cytopathic effect inhibition; higher % means a stronger effect; inhibition, % at 20 µM, or IC50 in µM where a hit was titrated; in the data active means a potency from the dose series; inconclusive means inhibition mostly from about 14% at the one dose, without a potency; inactive means the rest, 99 in 100 with inhibition below about 12%; further: strong numbers were not always called active
H1N1 NS1A inhibition – H1N1 influenza NS1A inhibitors, functional cell based assay (AID 504329); 0.3% of 340,000 active; NS1A functional cell-based assay, percent inhibition; higher % means a stronger effect; one-dose inhibition, % at 12.5 µM; IC50 in µM for titrated hits; in the data active means a potency from the dose series; inconclusive means inhibition above about 27% without an active follow-up result; further: strong numbers were not always called active
M. tuberculosis HTS – M. tuberculosis growth inhibition, HTS (AID 449762). inhibition, % at 25 µM; hits with a dose series show IC50 in µM. M. tuberculosis H37Rv growth inhibition, 7H9 media; higher % means a stronger effect. 0.59% of 330,000 active; in the data active means a potency from the dose series; inconclusive means inhibition above about 70% without an active follow-up result;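 further: bacterial growth assessed after seven days of incubation; strong numbers were not always called active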
tuberculosis growth – growth inhibition of non-replicating M. tuberculosis (AID 488890); Mycobacterium tuberculosis non-replicating, growth inhibition; higher % means a stronger effect; inhibition, % at 25 µM, or IC50 in µM where a hit was titrated; 0.39% of 320,000 active; in the data active means a potency from the dose series; inconclusive means inhibition mostly from about 82% at the one dose, without a potency; inactive means the rest, 99 in 100 with inhibition below about 76%;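 further: plate controls were DMSO cells for no effect and high antibiotic wells for full effect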
inhibitors of VEEV 10K pilot screen – second read-out of inhibitors of VEEV, no call of its own (marks repeat the call); inhibition, %; measured here: 10K pilot screen inhibition
* marks the source's active call; other numbers are inactive results; i = inactive; ? = inconclusive; / = no result given; & = joins results of further samples.

SMILES | Salmonella PhoP GFP | inhibitors of VEEV | H1N1 NS1A inhibition | M. tuberculosis HTS | tuberculosis growth | others
Cc1ccc(Cn2c(Sc3ncccn3)nc3c2c(=O)[nH]c(=O)n3C)cc1 | -13% | 0.1% | 0% | 1% | -3% | inhibitors of VEEV 10K pilot screen=3.3
O=C(/C=C/c1ccc([N+](=O)[O-])cc1)NCc1cccs1 | -1% | 1.1% | 2% | 2% | 19%
Cc1ccc(S(=O)(=O)Cn2nnnc2C(CC(C)C)N2CCN(C)CC2)cc1 (stereo unspecified) | 1% | 0.9% | -29% | 3% | -2%
Cc1cccc2cc(CN(Cc3cccs3)S(=O)(=O)c3ccc4c(c3)OCCO4)c(=O)[nH]c12 | -4% | 12% | 8% | 5% | 20%
Cc1cccc(-n2c(O)c(C=NC34CN5CN(CN(C5)C3)C4)c(=O)[nH]c2=O)c1 | -11% | 0.4% | -8% | 5% | -2% | inhibitors of VEEV 10K pilot screen=0.6
CC(=O)Nc1ccc(C(=O)N2CCCC2)cc1 | 7% | 1.2% | -1% | 6% | -1% | inhibitors of VEEV 10K pilot screen=1.3
Cc1cc(C)n2nc(SC(C)C(=O)Nc3ccc(Cl)cn3)nc2n1 (stereo unspecified) | -1% | 0.7% | -3% | -12% | -22%
CC(NC(c1ccccc1)c1ccccc1)C(=O)N1CCCc2ccccc21 (stereo unspecified) | -6% | 5.6% | -4% | 1% | 4%
Cc1ccc(OCC(=O)OCC(=O)NC2CC2)cc1C | / | 0.5% | -19% | 3% | -2%
C=CCN1C(=O)C(CC(=O)Nc2ccc(OC)cc2)N(Cc2ccco2)C1=S (stereo unspecified) | -7% | i | 7% | -5% | 30%
CC(=O)Nc1ccc(S(=O)(=O)N2CCC(C(=O)NCCc3ccc(Cl)cc3)CC2)cc1 | 12% | 1.7% | 3% | 4% | -5%
CC(C)(C)c1ccc(C(O)CCCN2CCC(C(O)(c3ccccc3)c3ccccc3)CC2)cc1 (stereo unspecified) | -3%&-7% | i | 12% | 12µM* | ?
CCn1cc(C(=O)OCC(=O)Nc2c(C)n(C)n(-c3ccccc3)c2=O)c(=O)c2ccc(C)nc21 | -6% | 1.1% | 8% | 1% | -10%
CCC1CCCCN1CCCNC(=O)CCCNC(=O)Cn1cnc2sc3c(c2c1=O)CCCC3 (stereo unspecified) | 8% | 0.4% | 3% | -2% | 8%
CC(OC(=O)/C=C/c1ccc2ccccc2n1)C(=O)Nc1ccc(S(N)(=O)=O)cc1 (stereo unspecified) | 2% | 0.5% | -16% | 12% | 12%
Cc1ccc(C(=O)Nc2nnc(-c3ccco3)o2)cc1C | 4% | 0.7% | -8% | ? | ?
O=C(CSc1nc2ccccc2c(=O)n1-c1ccccc1)NCC1CCCO1 (stereo unspecified) | 6% | 2.4% | 6% | 4% | -1%
O=S(=O)(NCc1ccco1)c1cccc2cccnc12 | 14% | 0.5% | -9% | 6% | 67%
Cc1cccc(NC(=O)c2ccc3nccnc3c2)c1C | 12% | 2.9% | 0% | -7% | 38%
CCCC(C)n1[nH]c(=O)c2c1NC(=O)CSC2c1ccc(OC)cc1 (stereo unspecified) | -7% | i | 4% | 4% | -8%
COC(=O)c1cnc(SCc2ccc(Cl)cc2)n1C | -1% | 6.0% | 2% | 24% | 76%
CCCc1cc(=O)[nH]c(SCC(=O)C(C)(C)C)n1 | -3% | 7.1% | 1% | 7% | 32%
CCC(C(=O)NN1C(=O)c2ccccc2C1=O)c1ccccc1 (stereo unspecified) | 4% | i | -8% | 5% | -4%
O=[N+]([O-])c1cc([N+](=O)[O-])c(Oc2cc(F)ccc2F)cc1NN1CCCCC1 | -25% | 0.4% | 10% | 5% | 3%
Cc1[nH]n(-c2ccccc2)c(=O)c1C=NCC1CCCO1 (stereo unspecified) | 9% | 0.8% | -17% | -4% | -12%

The closing 5 entries of the section before open the next one:
SMILES | Salmonella PhoP GFP | inhibitors of VEEV | H1N1 NS1A inhibition | M. tuberculosis HTS | tuberculosis growth | others
COC(=O)c1cnc(SCc2ccc(Cl)cc2)n1C | -1% | 6.0% | 2% | 24% | 76%
CCCc1cc(=O)[nH]c(SCC(=O)C(C)(C)C)n1 | -3% | 7.1% | 1% | 7% | 32%
CCC(C(=O)NN1C(=O)c2ccccc2C1=O)c1ccccc1 (stereo unspecified) | 4% | i | -8% | 5% | -4%
O=[N+]([O-])c1cc([N+](=O)[O-])c(Oc2cc(F)ccc2F)cc1NN1CCCCC1 | -25% | 0.4% | 10% | 5% | 3%
Cc1[nH]n(-c2ccccc2)c(=O)c1C=NCC1CCCO1 (stereo unspecified) | 9% | 0.8% | -17% | -4% | -12%
Cc1ccc(-c2nc(CS(=O)(=O)CC(=O)N3CCCCCC3)c(C)o2)cc1 | 2% | 0.3% | 3% | -6% | -4%
CN(C)S(=O)(=O)c1cc(NC(=O)COC(=O)CC2Sc3ccccc3NC2=O)ccc1Cl (stereo unspecified) | / | 5.7% | 2% | -5% | 7%
COc1cccc2cc(C(=O)NCCc3ccccc3)c(=O)oc12 | -4% | 0.4% | -2% | -4% | 57%
COC(=O)c1c(C)oc2ccc(NS(=O)(=O)c3cc(OC)ccc3OC)cc12 | 4% | 1.6% | -1% | -6% | 0%
COc1ccc(N=C2C(=O)N3c4c(cccc42)C(C)=CC3(C)C)cc1 | 10% | 0.8% | 24% | ? | -25%
COc1ccc2cc(C(=O)C3CCCN(Cc4cnc(N5CCOCC5)s4)C3)ccc2c1 (stereo unspecified) | 8% | 7.8% | 6% | ? | 53%
C[n+]1ccc(/C=C/c2ccc(Br)cc2)cc1 | 20% | i | -1% | 2% | 13%
CSc1nsc(SCC(=O)Nc2ccccc2F)n1 | 1% | 1.9% | 1% | ? | ?
CC1CCN(CCOc2cccc(Br)c2)CC1 | -3% | 0.1% | 25% | 0% | 8%
CC(NC(=O)COC(=O)CSCc1ccccc1)c1ccccc1 (stereo unspecified) | 6% | 1.3% | -21% | 12% | 34%
O=C(Cc1ccccc1)NCCSCc1ccco1 | -6% | 1.1% | -2% | 4% | 20%
COc1ccc(OCC(=O)NC2CC(C)(C)NC(C)(C)C2)cc1 | 4% | i | -9% | 6% | 1%
COc1ccc(NC(=O)c2cc(C)on2)cc1 | 8% | 5.4% | -23% | -16% | -7%
CN(NC(=O)c1ccc(Cl)cc1)c1ncc(C(F)(F)F)cc1Cl | 7% | 0.2% | 1% | -10% | 31%
COCCNC(=O)c1ccccc1-c1nc(-c2ccccc2OC)no1 | -2% | 3.7% | -3% | -9% | 64%
CCN1CCN(C(=O)CCc2nnc3ccc(N4CCN(c5cccc(OC)c5)CC4)nn23)CC1 | 0% | 0.3% | 1% | 2% | -4%
Cc1conc1NC(c1cccs1)c1ccc2cccnc2c1O (stereo unspecified) | 5% | / | / | 24% | ?
O=C(N/N=C/c1ccccc1O)C1CC(=O)N(c2ccc(F)cc2)C1 (stereo unspecified) | 7% | ? | 15% | -6% | 12%
CNC(=O)[C@@]1(Cc2ccccc2)C=C[C@@H](C)N1C(C)=O | -51% | i | -13% | -2% | -6% | inhibitors of VEEV 10K pilot screen=0.6
O=C(c1cccc2ccccc12)C1CCCN(C2CCC2)C1 (stereo unspecified) | -3% | 0.6% | -8% | 0% | 8%
CCN(c1ccc(NC(=O)COC(=O)C2CCN(c3ccc(C(F)(F)F)cn3)CC2)cc1)C(C)C | / | 2.0% | 4% | / | /
CC1CCc2c(sc3ncn(CC(=O)N4CCCCC4)c(=O)c23)C1 (stereo unspecified) | -5% | 0.7% | 6% | 1% | 45%
O=C(COc1ccccc1Cl)NCCC1=CCCCC1 | 2% | i | -3% | 16% | 72%
Cc1c(CC(=O)NCC(=O)NCC(=O)O)c(=O)oc2cc3c(cc12)CCC(C)(C)O3 | 4% | i | 22% | 1% | -2%
O=C(NCC(=O)N1CCN(C/C=C/c2ccccc2)CC1)c1ccc(Br)cc1 | / | 1.0% | -7% | 35% | 78%

A draw from above in order of length of the SMILES, falling.
SMILES | Salmonella PhoP GFP | inhibitors of VEEV | H1N1 NS1A inhibition | M. tuberculosis HTS | tuberculosis growth | others
O=C(NCC(=O)N1CCN(C/C=C/c2ccccc2)CC1)c1ccc(Br)cc1 | / | 1.0% | -7% | 35% | 78%
Cc1conc1NC(c1cccs1)c1ccc2cccnc2c1O (stereo unspecified) | 5% | / | / | 24% | ?
CC1CCN(CCOc2cccc(Br)c2)CC1 | -3% | 0.1% | 25% | 0% | 8%

(more compounds)
SMILES | Salmonella PhoP GFP | inhibitors of VEEV | H1N1 NS1A inhibition | M. tuberculosis HTS | tuberculosis growth | others
CCN=C1S/C(=C/c2ccc(-c3ccc(Cl)cc3C(=O)O)o2)C(=O)N1CC | -13% | 2.9% | -2% | 5% | 17%
COc1ccccc1C(=O)NCCC(=O)Nc1ccncc1 | -4% | 2.3% | -7% | -8% | -3%
Cc1c(CCOC(=O)C23CC4CC(CC(C)(C4)C2)C3)sc[n+]1CC(=O)c1ccccc1 | 11% | 5.4% | 0% | 34% | 74%
Brc1ccc2c(c1)C(c1ccc(N3CCOCC3)cc1)=NNC(c1cccs1)=N2 | 6% | 0.3% | -1% | ? | 18% | inhibitors of VEEV 10K pilot screen=5.4
O=C(CN1C(=O)C2CCCN2C(=O)c2ccccc21)Nc1ccccc1-n1cccc1 (stereo unspecified) | -9% | / | / | -4% | -4%
CSCCC(NC(=O)COc1ccccc1)C(=O)N(C)CC(=O)Nc1ccc(C)cc1 (stereo unspecified) | / | 7.5% | 0% | -2% | -9%
CCN(CC(=O)Nc1ccc2c(c1)OCCO2)C(=O)CCc1ccccc1Cl | / | 0.1% | -6% | 3% | 22%
Cc1cccc(CC(=O)Nc2cc(=O)n(C)c(=O)n2C)c1 | 5% | 4.5% | 11% | 3% | /
Cc1cccc(C(C)C)c1NC(=O)COC(=O)C1CC(=O)N(Cc2ccccc2)C1 (stereo unspecified) | 2% | 3.7% | -7% | -7% | -10%
CC(C)(C)NC(=O)C12CCC(C)(c3nc4ccccc4nc31)C2(C)C (stereo unspecified) | 0% | i | 4% | -3% | 18%
Cc1ccc(Oc2ccccc2NC(=O)CSCC(=O)Nc2cc(C)on2)cc1 | -5% | 0.8% | -4% | -1% | 6%
O=C(Nc1ccccc1N1CCCC1)c1ccc([N+](=O)[O-])o1 | 7% | 4.6% | 14% | ? | ?
NC(=O)CSc1nc2cc(S(=O)(=O)N3CCOCC3)ccc2o1 | / | 0.1% | -1% | 1% | 31%
COc1ccc(C2CC(C(F)(F)F)n3nc(C(=O)NCCN4CCOCC4)cc3N2)cc1 (stereo unspecified) | 14% | 1.2% | 2% | -5% | -5%
COc1cc(-c2[nH]ncc2CN2CCCC2c2nonc2C)cc(OC)c1OC (stereo unspecified) | -23% | 0.9% | 1% | 2% | -13%
COc1ccc(C(C#N)N2N=C(C)CC2(C)C)cc1 (stereo unspecified) | -2% | 0.2% | 0% | -2% | -6%
CC(C)(C)c1ccc(C(=O)Nc2cccc3c(=O)[nH][nH]c(=O)c23)cc1 | 7% | 1.3% | 5% | -7% | 11%
CCNc1oc(COc2cccc(C)c2)nc1C#N | 2% | 3.8% | -1% | -4% | 10%
CCCOc1ccc(/C=N/NC(=O)C(C)Sc2ccccn2)cc1OCC (stereo unspecified) | -3% | 1.3% | 4% | 9% | 49%
CCOc1ccc(OCCC(=O)N(CC(C)C)c2c(N)n(Cc3ccccc3)c(=O)[nH]c2=O)cc1 | / | 4.1% | -1% | / | /
Cc1cc(C)c(C#N)c(SCC(=O)Nc2ccccc2C(N)=O)n1 | 2% | i | -1% | 9% | 6%
O=C(NCc1cccs1)C1CCCN(S(=O)(=O)c2cnc[nH]2)C1 (stereo unspecified) | -19% | 0.2% | 8% | -9% | 2%
S=C1NC[C@H](Cc2cccc3ccccc23)N1CC1CCCCC1 | -6% | i | 4% | 0% | 13%
COc1ccc(/C=N/NC(=O)C2C3CCCCC32C)cc1OC (stereo unspecified) | 7% | 5.7% | -3% | 69% | 26%
CC(OC(=O)c1cccc(-n2cnnn2)c1)C(=O)c1ccccc1 (stereo unspecified) | 4% | 1.8% | -5% | 1% | -1%
Nc1ccc(N=Nc2ccccc2)c2ccccc12 | -1% | 0.2% | -3% | -11% | 12%
Cc1ccc(S(=O)(=O)N/N=C2/CC(c3ccccc3)Oc3ccccc32)cc1[N+](=O)[O-] (stereo unspecified) | -3% | i | 1% | 7% | 26%
C(=N/N1CCN(c2ccccc2)CC1)/c1ccncc1 | -2% | i | 5% | -8% | 31%
O=C1C(C2=NC(C(=O)O)C3C(=O)N(c4ccc(Cl)cc4)C(=O)C23)=C(O)c2ccccc21 (stereo unspecified) | -1% | 4.1% | 7% | -12% | -6%

Screens (PubChem)
